Assay outcomes deposited in PubChem by several laboratories.
DNMT1 inh = blocks human DNA methyltransferase DNMT1; DNMT1 molecular beacon, Hinp1I cleavage, fluorescence; P26358; hit rate 0.83% among 360,000; inhibition (reported as % activation of signal), % at 10 µM; in the data active means inhibition above about 50%
Target sequence (P26358 504-1616 limits assumed): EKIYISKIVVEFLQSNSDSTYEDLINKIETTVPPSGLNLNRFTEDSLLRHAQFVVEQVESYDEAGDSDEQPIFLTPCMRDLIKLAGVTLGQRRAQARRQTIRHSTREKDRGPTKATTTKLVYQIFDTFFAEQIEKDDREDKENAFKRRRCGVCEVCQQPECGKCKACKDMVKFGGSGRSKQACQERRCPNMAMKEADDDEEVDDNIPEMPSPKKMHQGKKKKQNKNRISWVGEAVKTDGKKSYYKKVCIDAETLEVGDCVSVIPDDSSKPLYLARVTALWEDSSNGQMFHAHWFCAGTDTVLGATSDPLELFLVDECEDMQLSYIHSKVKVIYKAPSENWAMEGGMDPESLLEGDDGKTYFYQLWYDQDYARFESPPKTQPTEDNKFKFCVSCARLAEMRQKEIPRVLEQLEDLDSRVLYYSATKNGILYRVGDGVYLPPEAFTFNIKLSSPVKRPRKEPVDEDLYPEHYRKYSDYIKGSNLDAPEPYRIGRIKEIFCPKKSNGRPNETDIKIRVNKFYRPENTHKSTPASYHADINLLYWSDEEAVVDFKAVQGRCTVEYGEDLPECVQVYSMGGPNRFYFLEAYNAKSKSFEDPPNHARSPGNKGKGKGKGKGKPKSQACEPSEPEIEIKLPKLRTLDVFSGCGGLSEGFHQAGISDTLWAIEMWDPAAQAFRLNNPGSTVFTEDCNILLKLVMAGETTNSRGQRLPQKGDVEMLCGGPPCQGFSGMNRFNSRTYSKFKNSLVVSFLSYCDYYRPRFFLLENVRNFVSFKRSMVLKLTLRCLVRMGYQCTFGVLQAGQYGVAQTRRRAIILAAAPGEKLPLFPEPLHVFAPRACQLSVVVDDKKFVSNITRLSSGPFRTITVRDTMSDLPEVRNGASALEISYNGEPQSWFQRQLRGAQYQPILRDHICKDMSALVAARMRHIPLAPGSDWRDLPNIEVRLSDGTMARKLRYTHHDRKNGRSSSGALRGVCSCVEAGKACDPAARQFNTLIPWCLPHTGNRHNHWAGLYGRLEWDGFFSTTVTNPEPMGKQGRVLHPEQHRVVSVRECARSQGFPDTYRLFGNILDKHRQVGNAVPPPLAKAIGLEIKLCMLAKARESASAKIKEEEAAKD
SKN-1 block = inhibitors of C. elegans SKN-1 | inhibition, % at 21.8 µM | hit rate 0.49% among 360,000 | AID 624304 | C. elegans VP596 Pgst-4::GFP/RFP ratio, acrylamide-induced, 24 h;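 active means interference check ratio from 0.5 to 1.5 plus GFP to RFP signal ratio inhibition reaching or exceeding a fixed threshold, cut at about 30% in these data, passing the limit was not always enough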; further: some compounds called inactive have numbers as strong as hits
Scp-1 inhibitor = Scp-1 (human) phosphatase inhibition; Q9GZU7; Recombinant Scp1, phosphopeptide, malachite green phosphate absorbance; inhibition, % at 20 µM; hit rate 0.88% among 340,000;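 active means inhibition above about 50% at 20 µM, limit read from the data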;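 further: plate controls were DMSO wells with enzyme for no effect and wells lacking enzyme for full effect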
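Test system – truncated SCP-1 phosphatase (76-261aa) · Reagent – Phosphorylated 17-residue peptide substrate · Incubation – 45 min room-temperature reaction, 5 min colour, 30 min stabiliser · Detection – colorimetric phosphate reagent with accelerator and stabiliser, absorbance at 630 nm · Measure – % inhibition at 20 µM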
TbMetRS inhib = blocks T. brucei methionyl-tRNA synthetase activity | hit rate 0.4% among 360,000 | inhibition, % at 11.9 µM | purified T. brucei MetRS, ATP depletion, Kinase-Glo luminescence;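 active means inhibition above a per-plate cutoff of the control wells' mean inhibition plus 3 SD, cut at about 5.5% in these data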;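 further: 0% = DMSO wells median and 100% = median of wells with control inhibitor compound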
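Test system – parasite MetRS enzyme · Reagent – substrates ATP, L-methionine and bulk Escherichia coli tRNA · Doses – 11.9 µM compound single dose, 0.9% DMSO · Times – 15 min enzyme-compound preincubation, 2 h reaction, 10 min detection, 25 °C · Signal – Kinase-Glo luminescence, ATP depletion format · Controls – DMSO-only wells as low control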
STEP block = inhibitors of human striatal-enriched phosphatase STEP. P54829. recombinant STEP, OMFP fluorogenic substrate, fluorescence. inhibition, % at 20 µM. hit rate 0.25% among 360,000. AID 588621;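 active means inhibition at 20 µM, scaled per plate between control wells, above about 37%, limit read from the data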;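 further: 0% = DMSO with enzyme and substrate and 100% = substrate only without enzyme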
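Material: STEP (striatal-enriched tyrosine phosphatase) enzyme, cell-free; Compound dosing: 20 µM single dose in 1% DMSO; Technique: fluorescence read at 480 nm ex / 540 nm em; Times: reaction 20 min, ambient temperature; Medium: 50 mM Bis-Tris pH 6.0 with 2.5 mM DTT and 0.005% Tween 20; Also added: OMFP at 25 µM.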
SUMO1-SIM PPI = SUMO1-SIM interaction modulation; hit rate 0.33% among 360,000; inhibition, % at 20 µM; AID 602429; SUMO1 binding to a labelled peptide, TR-FRET, 1 h; in the data active means inhibition above about 37%
NRP1-CendR mod = modulators of CendR peptide binding to human neuropilin-1; O14786; FAM-RPARPAR peptide binding to NRP-1, fluorescence polarization; inhibition, % at 25 µM; hit rate 0.85% among 360,000; AID 602438;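 active means inhibition or corrected inhibition above about 18%, plus a signal ratio from 0.5 to 1.5, limit read from the data, passing the limit was not always enough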; further: strong numbers were not always called active
LMPTP inh = LMPTP (human) inhibition | P24666 | recombinant LMPTP-A, OMFP fluorogenic substrate, fluorescence intensity | inhibition, % at 20 µM | hit rate 0.22% among 360,000;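 active means compounds that cut the enzyme signal by at least half of the control window in the single-dose screen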;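 further: plate controls were DMSO wells with enzyme plus substrate for no effect and substrate without enzyme for full effect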
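Test system: LMPTP-A phosphatase enzyme; input: 0.625 nM LMPTP-A final; reagent: OMFP substrate, 400 µM final; compound dosing: 20 µM single dose, 3% DMSO; incubation: 50 min dark incubation at room temperature; measured by: endpoint fluorescence intensity from OMFP dephosphorylation; measure: % inhibition relative to no-enzyme and uninhibited control wells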
Neddyl block = cullin neddylation inhibition. TR-FRET cullin neddylation, biochemical. calls only at 25 µM. hit rate 0.58% among 360,000. AID 651699; in the data active means inhibition above about 36%
NadD block = blocks S. aureus nicotinate mononucleotide adenylyltransferase | inhibition, % at 20 µM | purified NadD enzyme, colorimetric absorbance read-out | hit rate 0.78% among 360,000; in the data active means inhibition above about 26%; further: some compounds past the cut are filed as inactive
An asterisk follows results filed as active; i = inactive; / = not tested or not shown.

nr	DNMT1 inh	SKN-1 block	Scp-1 inhibitor	TbMetRS inhib	STEP block	SUMO1-SIM PPI	NRP1-CendR mod	LMPTP inh	Neddyl block	NadD block	canonical_smiles
1	0.8	-10.0	-2.3	-1.0	-1.9	3.2	4.2	2.9	i	-1.9	CCCCN(CC)CCCNC(=O)c1cn(CC)c2ccc(S(=O)(=O)N3CCc4ccccc4C3)cc2c1=O
2	-8.3	-4.3	-1.7	0.2	1.4	-0.2	-4.5	0.6	i	-6.2	Cc1ccc(C)c(OCC(=O)Nc2ccc(N3CCOCC3)cc2)c1
3	3.3	-15.1	2.9	-0.6	-3.8	5.1	3.9	1.5	i	-9.0	Cc1ccc2oc(C(=O)NCC(c3ccco3)N3CCCC3)c(C)c2c1 (centres undefined)
4	3.5	1.1	-3.6	-0.2	1.7	4.4	-6.1	-2.6	i	0.1	O=C(c1cccs1)N1CCN(C(=O)N2CCOCC2)CC1
5	-1.2	3.8	-7.1	-0.4	1.5	-16.6	-0.5	-1.5	i	1.5	CC(NC(=O)Nc1ccc(F)cc1)C(c1cccs1)N1CCCC1 (centres undefined)
6	-10.5	-12.2	2.8	-2.0	0.5	-16.1	-14.9	1.3	i	-9.8	COc1ccc(/C=C2\SC(=S)N(CCC(=O)N(CCO)Cc3ccccc3)C2=O)cc1OC
7	6.5	-33.6	0.5	-0.9	-1.6	-2.2	18.1	-0.6	i	-4.4	COc1ccc(OCC(O)CN(C2CCCCC2)C2CCCCC2)cc1 (centres undefined)
8	0.5	-18.5	2.9	-1.4	-2.9	-11.6	1.3	-0.3	i	-2.7	O=C(CSc1nc(-c2ccco2)cc(C(F)(F)F)n1)NCCc1ccccc1
9	0.2	19.7	-9.6	0.6	8.1	-9.0	-26.5	14.1	i	30.8*	O=C(NNc1c2ccccc2nc2ccccc12)c1ccc(O)cc1O
10	-16.1	5.8	-7.2	-0.2	0.7	-24.5	4.0	1.0	i	-9.9	NC1=C(Br)C(=O)c2ccccc2C1=O
11	1.2	25.5	-2.8	0.4	-0.4	7.8	-4.1	-0.5	i	1.6	CCOC(=O)C1(Cc2cccc(OC)c2)CCCN(C(=O)CCSC)C1 (centres undefined)
12	-0.1	-0.2	-10.6	6.6*	1.1	0.3	2.6	-0.3	i	-3.4	COC(=O)[C@H](Cc1c[nH]c2ccccc12)NC(=O)NCc1ccc(OC)cc1
13	43.4	19.7	1.7	-0.8	-3.0	-0.6	-5.6	1.5	/	3.7	Cc1cc(C)c2oc(-c3ccc(Cl)c(NC(=O)c4ccc(C#N)cc4F)c3)nc2c1
14	0.1	5.8	-17.1	0.2	-0.4	2.6	11.2	-0.1	i	-10.8	COc1cccc(CNn2c(-c3cccc(C)c3)nc3ccccc3c2=O)c1O
15	-6.7	4.2	1.8	0.3	2.9	-4.9	-1.9	3.7	i	-3.3	Cn1cccc1-c1cc(C(=O)N/N=C/c2ccccc2Cl)[nH]n1
16	-1.2	97.4	-7.1	-0.4	-2.0	-5.9	11.0	-0.3	i	-9.2	CN1CCN(c2nnc(-c3cccs3)c3ccccc23)CC1
17	2.0	2.3	0.8	-1.3	-1.0	7.5	-14.5	-2.2	i	-1.5	CCOC(=O)c1ccc(NC(=O)CN2C(=O)CN(C(C)=O)C2=S)cc1
18	6.8	14.5	/	0.0	-0.9	-3.2	14.7	-0.9	i	3.2	Cc1noc(C)c1S(=O)(=O)NC(=O)C1(C)CCN1C(=O)C1(c2ccc(Cl)cc2)CCC1 (centres undefined)
19	6.0	-2.8	/	-0.3	3.2	-0.4	18.3	32.4	i	7.5	CC(C)Nc1nc(NCCOc2ccccc2)c2sccc2n1
20	-5.9	15.0	-8.4	-0.2	-4.1	1.2	-4.1	-0.3	i	-1.8	COc1ccc(N(CC(=O)N2c3ccccc3CC2C)S(=O)(=O)c2c(C)nn(C)c2C)cc1 (centres undefined)

Profiles as entered above.
`CCOC(=O)c1ccc(NC(=O)CN2C(=O)CN(C(C)=O)C2=S)cc1` is listed with DNMT1 inh = 2.0; SKN-1 block = 2.3; Scp-1 inhibitor = 0.8; TbMetRS inhib = -1.3; STEP block = -1.0; SUMO1-SIM PPI = 7.5; NRP1-CendR mod = -14.5; LMPTP inh = -2.2; Neddyl block = i; NadD block = -1.5
`Cc1noc(C)c1S(=O)(=O)NC(=O)C1(C)CCN1C(=O)C1(c2ccc(Cl)cc2)CCC1` (centres undefined) is listed with DNMT1 inh = 6.8; SKN-1 block = 14.5; Scp-1 inhibitor = /; TbMetRS inhib = 0.0; STEP block = -0.9; SUMO1-SIM PPI = -3.2; NRP1-CendR mod = 14.7; LMPTP inh = -0.9; Neddyl block = i; NadD block = 3.2

(further entries)
nr	DNMT1 inh	SKN-1 block	Scp-1 inhibitor	TbMetRS inhib	STEP block	SUMO1-SIM PPI	NRP1-CendR mod	LMPTP inh	Neddyl block	NadD block	canonical_smiles
21	-2.3	7.0	0.9	-0.2	-1.6	4.1	8.2	-0.7	i	-0.5	CCCn1c(SCC(=O)N2CCOCC2)nnc1-c1ccncc1
22	0.3	-1.7	-3.5	-0.3	-1.2	-1.1	6.6	-0.4	i	-6.6	COc1ccc(CNS(=O)(=O)c2ccc3c(c2)N(C(C)=O)CC(C)S3)cc1 (centres undefined)
23	1.3	-1.3	-8.3	0.3	1.0	-4.6	4.7	-0.5	i	0.5	O=C(c1ccco1)N1CCN(S(=O)(=O)c2cccc([N+](=O)[O-])c2)CC1
24	-0.4	-7.1	-2.5	-0.4	3.5	2.7	-8.0	-1.4	i	0.3	O=C(NCC1CCCO1)C1CC(=O)N(C2CCCCCC2)C1 (centres undefined)
25	3.0	0.3	16.8	0.2	0.7	2.0	-12.9	1.0	i	2.4	Cc1ccc(C)c(NC(=O)CCc2nnc3ccc(NCc4ccco4)nn23)c1
26	-4.5	1.4	-16.3	-0.2	2.9	-3.1	-1.2	5.4	i	-5.6	Cc1cc(C(=O)CSc2nnc(Cc3ccccc3)o2)c(C)n1Cc1ccc2c(c1)OCO2
27	-1.0	1.8	-3.4	-0.4	1.1	-35.0	-7.4	-11.9	i	-2.6	Cc1ccc(S(=O)(=O)NCc2ccccc2)cc1C(=O)NCC(C)(C)N1CCOCC1
28	-2.2	-4.5	-2.5	0.1	-5.1	-3.2	3.2	-1.2	i	0.0	Cn1c(=O)c2c(nc(SCC(=O)c3ccc(F)cc3)n2C)n(C)c1=O
29	/	5.4	/	-0.9	/	-0.9	-22.4	-3.5	i	11.6	CCCCOCCCNC(=O)C[C@@H]1C[C@@]2(C(=O)OCC)CCC=C2N(Cc2ccco2)C1=O
30	0.8	-14.5	-2.4	0.3	-2.8	20.5	1.6	53.0*	i	-2.4	COc1ccc(CNC2CC(C)N(C)CC2C)cc1OC (centres undefined)
31	-1.8	6.1	-4.5	-0.5	0.0	-14.3	10.7	0.7	i	-8.2	NCC(=O)c1cccc2ccc[n+]([O-])c12
32	-2.0	-4.4	-2.2	-0.5	-1.7	2.8	-3.2	-1.1	i	-3.2	O=C(Nc1cc(S(=O)(=O)N2CCCC2)ccc1Cl)c1ccncc1
33	-0.1	-7.3	4.5	-0.3	0.9	-39.4	-6.8	0.5	i	-7.3	N=c1sccn1CC(=O)Nc1ccc([N+](=O)[O-])cc1Cl
34	1.9	6.3	10.0	0.3	3.0	-7.2	6.9	1.0	i	-2.4	O=C(CCCCCN1C(=O)c2cccc3cccc(c23)C1=O)NCc1ccco1
35	-2.8	-9.9	/	-0.1	-0.5	-2.3	1.0	-2.0	i	-1.1	O=C(CSc1nnc(-c2ccncc2)n1C1CC1)c1cccs1
36	-1.3	-13.9	-0.8	-0.4	-0.9	-24.7	-2.3	0.2	i	-5.7	COc1ccc(NC(=O)c2cccc3cccnc23)cc1S(N)(=O)=O
37	-13.9	-67.7	-10.3	-0.2	0.3	0.9	-6.6	0.0	i	-1.7	C#CCN1C(=O)C(O)(CC(=O)c2ccc(OC)c(OC)c2)c2ccccc21 (centres undefined)
38	9.0	-9.0	0.0	0.1	-2.3	-2.7	-4.2	-2.2	i	9.9	Cc1ccc(/C=N/NC(=O)CC2N=C(Cc3ccccc3)NNC2=O)cc1 (centres undefined)
39	2.0	0.4	3.1	-0.5	1.1	-2.7	0.4	1.0	i	-1.0	O=C(Nc1nccs1)C1CCCCN1S(=O)(=O)c1ccccc1 (centres undefined)
40	0.7	-5.1	-9.8	0.6	-1.6	-39.8	5.8	-7.2	i	0.7	CN1C2CCC1CC(NC(=O)CSCc1ccc(Cl)cc1Cl)C2 (centres undefined)

Additional entries.
nr	DNMT1 inh	SKN-1 block	Scp-1 inhibitor	TbMetRS inhib	STEP block	SUMO1-SIM PPI	NRP1-CendR mod	LMPTP inh	Neddyl block	NadD block	canonical_smiles
41	4.0	-4.4	2.7	-0.7	-1.4	2.2	1.3	0.1	i	1.2	NS(=O)(=O)c1ccc(NC(=O)COC(=O)COc2ccc(Cl)cc2)cc1
42	-10.6	-4.7	-4.6	0.0	-0.9	-1.0	8.8	-5.1	i	-0.1	NCC12CC3CC(C1)CC(CN)(C3)C2
43	-0.1	-0.1	-5.7	-0.3	1.5	-0.1	17.5	-0.5	i	-6.7	O=C(NCCN1CCCCC1)Nc1cccc(F)c1
44	7.8	-13.6	2.1	-2.0	-5.5	1.3	7.2	-2.3	i	3.5	CCCOc1ccc(C(=O)N2CCCC2C(=O)O)cc1 (centres undefined)
45	-1.2	1.6	-10.7	-0.3	-1.5	1.3	6.0	2.2	i	-3.4	CCOC(=O)C(C)Sc1ncnc2c1c(-c1ccccc1)cn2-c1ccc(OC)cc1 (centres undefined)
46	3.6	-8.7	-6.5	-0.7	-2.5	0.7	4.2	-0.9	i	0.7	Cc1cc(OCC(=O)NC(C)C)ccc1Cl

From entry 41 as far as 42, as listed above:
nr	DNMT1 inh	SKN-1 block	Scp-1 inhibitor	TbMetRS inhib	STEP block	SUMO1-SIM PPI	NRP1-CendR mod	LMPTP inh	Neddyl block	NadD block	canonical_smiles
41	4.0	-4.4	2.7	-0.7	-1.4	2.2	1.3	0.1	i	1.2	NS(=O)(=O)c1ccc(NC(=O)COC(=O)COc2ccc(Cl)cc2)cc1
42	-10.6	-4.7	-4.6	0.0	-0.9	-1.0	8.8	-5.1	i	-0.1	NCC12CC3CC(C1)CC(CN)(C3)C2
